# Rab7 wt modul – alters GTP binding to wildtype dog Rab7; GST-Rab7 beads, fluorescent GTP binding, flow cytometry; actives lie on both sides; untreated = 100%, excess cold GTP = 0%; GTP binding activity (percent of control), % at 10 µM; actives 0.055% (n = 190,000); AID 758;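 active = fluorescent GTP binding to Rab7 beads changed by at least 20 points from the 100% baseline, either direction, mostly lower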;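 note: median green fluorescence of bound Bodipy-FL-GTP per Rab7 bead population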
# Rac1 mut GTP – modulators of GTP binding to human Rac1 activated mutant. P63000. GST-Rac1 activated beads, fluorescent GTP binding, flow cytometry; actives lie on both sides; 100% means binding = to untreated wells. AID 764. percent activity (GTP binding), % at 10 µM. actives 0.11% (n = 190,000);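 active = GTP binding at least 20 percentage points away from the 100% baseline, in either direction, so actives lie on both sides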
# Avidin fluor – avidin bead compound fluorescence profile; actives 0.38% (n = 220,000); fluorescence (KMESF) at 10 µM; Avidin beads, compound fluorescence 488/530 nm, flow cytometry; hits give high values; in the data active = fluorescence above about 47; note: inactives centre near 10
# Mcl1-Noxa inh – disrupts binding of human Mcl-1 to Noxa peptide; inhibition, % at 21.7 µM; Q07820; actives 1.5% (n = 220,000); AID 1022; TR-FRET Mcl-1/Noxa peptide binding, 2 h;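 active = compounds that cut the protein-peptide binding signal by more than 50% relative to plate controls in a single-dose test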;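 note: His-tagged Mcl-1 with rhodamine Noxa BH3 peptide and terbium anti-His antibody; 0% = Mcl-1 plus Noxa peptide wells and 100% = peptide-only wells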
# Target sequence (Q07820 whole entry, looked up): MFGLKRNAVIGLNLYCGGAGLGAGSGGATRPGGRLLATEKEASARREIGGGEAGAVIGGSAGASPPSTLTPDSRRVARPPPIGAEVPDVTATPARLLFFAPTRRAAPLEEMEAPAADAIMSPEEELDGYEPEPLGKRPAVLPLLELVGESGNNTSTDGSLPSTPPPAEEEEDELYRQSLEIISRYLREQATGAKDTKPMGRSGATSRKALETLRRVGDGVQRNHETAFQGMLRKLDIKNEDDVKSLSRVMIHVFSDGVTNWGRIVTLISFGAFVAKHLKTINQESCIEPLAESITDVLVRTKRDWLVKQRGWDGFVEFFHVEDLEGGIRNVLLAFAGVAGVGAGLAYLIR
# Pf gametocyte – inhibitors of late stage P. falciparum gametocyte viability | P. falciparum stage V gametocytes, ATP luminescence, 24 h | inhibition, % at 10.9 µM | actives 0.065% (n = 150,000);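 active = inhibition above the mean plus 3 SD of compounds within the control limits, set per campaign, cut at about 38% in these data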;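 note: 0% = DMSO wells and 100% = medium only without gametocytes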
# Cdc42 wt – changes GTP binding to wildtype human Cdc42 | P60953 | GST-Cdc42 beads, Bodipy-GTP binding, flow cytometry; actives lie on both sides | percent activity (GTP binding), % at 10 µM | actives 0.2% (n = 190,000);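 active = percent activity GTP binding at least 20 points away from the 100% baseline, either down as inhibitor or up as activator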;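 note: median bead fluorescence of bound Bodipy-FL-GTP at 100 nM; 0% = excess unlabeled GTP control and 100% = no compound control; below 100% means less GTP binding so inhibitor and above means activator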
# Target sequence (P60953 whole entry, looked up): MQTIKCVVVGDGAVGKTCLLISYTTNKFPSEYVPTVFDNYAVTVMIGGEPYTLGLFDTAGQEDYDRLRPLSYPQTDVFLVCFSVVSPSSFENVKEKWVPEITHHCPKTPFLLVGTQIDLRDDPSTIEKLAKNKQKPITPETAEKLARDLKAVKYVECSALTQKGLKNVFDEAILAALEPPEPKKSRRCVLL
# Rab2A wt mod – changes GTP binding to wildtype dog Rab2A, up or down. GTP binding activity, % at 10 µM. GST-Rab2 wt beads, Bodipy-GTP binding, flow cytometry. P61105. actives 0.19% (n = 190,000);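 active = GTP binding activity at least 20 points away from 100%, either lowered or raised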;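 note: 0% = beads with excess unlabeled GTP and 100% = no-compound control corrected for plate trend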
# ABCB1 block – blocks JC-1 efflux by human ABCB1 transporter; P08183; inhibition, % at 6.6 µM; AID 1326; CCRF-Adr cells, flow cytometry; actives 0.067% (n = 190,000); in the data active = inhibition above about 40%;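 note: 0% = vehicle and 100% = reference inhibitor; higher value means more JC-1 retained so stronger ABCB1 efflux block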
# HRas wt GTP – human HRas wildtype GTP binding, change in either direction; AID 759; GST-Ras wt beads, Bodipy-FL-GTP binding, flow cytometry; actives lie on both sides; actives 0.14% (n = 190,000); GTP binding activity, % at 10 µM; P01112;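 active = GTP binding activity at least 20% away from the 100% baseline, either lowered as inhibitor or raised as activator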;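 note: 0% = unlabeled GTP competition control and 100% = no-compound control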
# Target sequence (P01112 whole entry, looked up): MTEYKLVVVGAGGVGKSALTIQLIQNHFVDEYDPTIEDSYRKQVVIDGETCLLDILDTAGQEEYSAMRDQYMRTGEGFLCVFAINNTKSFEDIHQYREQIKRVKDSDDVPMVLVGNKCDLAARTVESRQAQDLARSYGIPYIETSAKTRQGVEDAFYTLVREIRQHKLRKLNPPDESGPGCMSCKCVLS
# Rac1 wt GTP bind – modulators of human Rac1 wildtype GTP binding | P63000 | GST-Rac1 beads, fluorescent GTP binding, flow cytometry; actives lie on both sides; 0 = cold GTP competed, 100 = untreated | GTP binding activity (% of control), % at 10 µM | actives 0.27% (n = 190,000);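 active = GTP binding activity at least 20 points away from the 100% control level, either lower or higher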
# ABCG2 block – human ABCG2 inhibition, ABCB1 as counter-screen; Q9UNQ0; IgMXP3 cells, JC-1 efflux, flow cytometry; inhibition, % at 6.6 µM; actives 0.1% (n = 190,000);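 active = inhibition above 80%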;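 note: 0% = DMSO and 100% = nicardipine control wells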
#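 System: two drug-resistant human cell lines, ABCG2 and ABCB1; controls: nicardipine high and DMSO low controls; times: 10 min exposure at 25 °C with rotation, no wash; detection: flow cytometry of retained JC-1 fluorescence; read-out basis: percent efflux inhibition, scaled nicardipine 100% to DMSO 0%; doses: one concentration, 6.6 µM final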
# Starred values were filed as active, the others as inactive; / = no result given. No enrichment for hits; about 2.3% have a hit in one of these screens.
[1] Cc1noc(C)c1COc1ccc(C(=O)Nc2cccnc2)cc1
[2] Cn1c(N)c(C(c2ccccc2)c2c(N)n(C)c(=O)n(C)c2=O)c(=O)n(C)c1=O
[3] CCc1ccc(S(=O)(=O)NCCc2csc(C)n2)s1
[4] CC(=O)Nc1ccc(S(=O)(=O)N2CCSC2c2ccccc2)cc1 (centres undefined)
[5] COc1ccc(S(=O)(=O)NCCSC(C)(C)C)c(Cl)c1Cl
[6] CC(C)C(=O)Nc1ccc(NC(=O)c2cc3ccccc3o2)cc1
[7] O=C(O)/C=C/C(=O)NNC(=O)c1ccc(Br)cc1
[8] CCOC(=O)c1c(NC(=O)COC(=O)c2ccccn2)sc2c1CCC2
Assay by compound	1	2	3	4	5	6	7	8
Rab7 wt modul	100	98	105	96	100	98	101	94
Rac1 mut GTP	93	103	97	94	100	97	99	98
Avidin fluor	10	13	11	8	8	12	4	8
Mcl1-Noxa inh	53*	21	0	4	16	1	16	16
Pf gametocyte	9	8	23	-4	/	8	-3	-4
Cdc42 wt	95	103	93	96	98	101	99	94
Rab2A wt mod	95	102	99	94	101	99	98	98
ABCB1 block	0.7	0.1	0.0	0.6	1.5	0.5	0.3	0.8
HRas wt GTP	95	102	98	96	100	99	99	97
Rac1 wt GTP bind	98	103	101	96	103	104	99	97
ABCG2 block	9	1	4	1	5	4	4	10

[9] C=CCn1c(=O)c2ccccc2n2c(SCC(=O)Nc3sc(C)c(CC)c3C(=O)OCC)nnc12
[10] CCOC(=O)c1oc2nc(C(C)C)c3c(c2c1N)CC(C)(C)OC3
[11] CSc1nc2cc(F)c(F)cc2n1C
[12] N#Cc1c(N)oc(-c2ccc3c(c2)OCO3)c1-c1ccc2c(c1)OCO2
[13] CC(C)(C)NC(=O)Cn1c(SCC(=O)Nc2nccs2)nc2ccccc21
[14] Cn1c(SCc2ccccc2)nnc1-c1cnccn1
[15] CCC(C)(C)c1ccc(OCC(=O)N(C)C)c(C(C)(C)CC)c1
[16] O=C(NCc1ccc(F)cc1)C1CCCN(c2nc3ccsc3c(=O)s2)C1 (centres undefined)
Assay by compound	9	10	11	12	13	14	15	16
Rab7 wt modul	96	99	99	100	101	98	92	94
Rac1 mut GTP	100	97	102	96	96	98	90	97
Avidin fluor	15	7	7	6	17	20	8	12
Mcl1-Noxa inh	15	-11	1	2	14	-2	-16	-17
Pf gametocyte	-17	/	/	/	22	5	-14	2
Cdc42 wt	96	102	101	98	102	100	92	98
Rab2A wt mod	100	97	99	97	100	99	94	94
ABCB1 block	3.0	0.1	0.1	-0.4	1.3	0.0	0.1	0.8
HRas wt GTP	98	100	102	98	100	97	90	97
Rac1 wt GTP bind	101	99	108	97	101	96	88	98
ABCG2 block	4	-1	1	-1	12	-1	2	8

[17] CCN(CC)C(=O)Oc1ccc2ccccc2c1Br
[18] Cc1scc(C(=O)O)c1-c1c(C(=O)O)csc1C
[19] COc1ccccc1NC(=O)NC(N)=O
[20] CN(C1CCCCC1)S(=O)(=O)c1ccc2c(c1)c(=O)c(C(=O)N1CCc3ccccc3C1)cn2C
[21] COc1ccc(CCNS(=O)(=O)c2ccc3c(c2)n(C)c(=O)c(=O)n3C)cc1OC
[22] O=C(NC(=S)N(CCO)Cc1ccccc1)c1ccc(S(=O)(=O)N2CCCC2)cc1
[23] O=C(Nc1ccc2c(c1)OCO2)C1(S(=O)(=O)c2ccc(Cl)cc2)CC1
[24] COCCCNC(=O)CN1C(=O)/C(=C/c2ccccc2C)Sc2ccccc21
Assay by compound	17	18	19	20	21	22	23	24
Rab7 wt modul	104	97	108	107	104	98	97	109
Rac1 mut GTP	95	102	100	102	98	96	101	94
Avidin fluor	8	12	8	5	8	22	46	10
Mcl1-Noxa inh	10	-5	3	-11	11	15	11	13
Pf gametocyte	8	/	16	/	/	2	/	-2
Cdc42 wt	97	102	104	103	102	97	101	100
Rab2A wt mod	99	98	103	104	100	96	98	103
ABCB1 block	0.3	-0.2	0.9	0.4	-2.7	1.3	0.7	1.3
HRas wt GTP	96	98	104	104	103	98	99	100
Rac1 wt GTP bind	101	101	104	115	102	98	102	102
ABCG2 block	1	-1	3	2	-3	5	3	15

[25] COc1c(C)cccc1C(=O)NC(=S)Nc1ccc2c(c1)Cc1ccccc1-2
[26] O=C(c1ccc(Cn2c(=O)[nH]c3ccccc3c2=O)cc1)N1CCN(c2ccccc2)CC1
[27] O=C(COC(=O)c1ccc(NS(=O)(=O)c2ccc3c(c2)OCCO3)cc1)NC1CC1
[28] COc1ccc(Cc2ccc(OC)c(N)c2)cc1N
[29] CCc1c(C)sc(NC(=O)c2cc(C)no2)c1C#N
[30] O=C(OCC(=O)c1ccc(Cl)s1)c1ccccn1
[31] Cc1ccc(C(=O)Nc2cc3c(cc2Cl)OCCCO3)cc1
[32] Oc1ccc(O)c(-c2cnns2)c1
Assay by compound	25	26	27	28	29	30	31	32
Rab7 wt modul	83	102	98	96	101	99	98	104
Rac1 mut GTP	74*	98	97	93	97	100	98	102
Avidin fluor	39	20	6	16	6	7	16	13
Mcl1-Noxa inh	-59	3	-4	1	24	-10	-2	30
Pf gametocyte	10	/	-12	8	/	16	/	-1
Cdc42 wt	77*	102	100	95	96	102	95	106
Rab2A wt mod	75*	99	98	91	97	101	97	101
ABCB1 block	0.0	2.0	0.5	-1.8	0.2	-0.2	0.6	-0.2
HRas wt GTP	83	102	100	96	100	101	97	103
Rac1 wt GTP bind	77*	105	101	98	97	104	95	106
ABCG2 block	0	5	1	-18	1	-1	5	3

[33] COC(=O)CCC(=O)NC(=S)Nc1c(C)cccc1C
[34] CCCc1nnc(NC(=O)c2ccncc2)s1
[35] O=C(NCc1ccc(F)cc1)C1CCN(S(=O)(=O)N2CCCC2)CC1
[36] CCCNC(=O)COc1ccccc1[N+](=O)[O-]
[37] CC(=O)OC1CSC2c3ccccc3C(=O)N2Cc2sccc21 (centres undefined)
[38] C[N+](C)(C)C/C=C1/COCO1
[39] c1ccc(C2NCCn3cccc32)cc1 (centres undefined)
[40] CC(C)(C)NS(=O)(=O)c1ccc(NC(=O)C(Sc2ccccc2)c2ccccc2)cc1 (centres undefined)
Assay by compound	33	34	35	36	37	38	39	40
Rab7 wt modul	99	95	99	102	96	98	102	93
Rac1 mut GTP	99	97	98	102	94	95	102	95
Avidin fluor	24	3	9	11	3	10	8	29
Mcl1-Noxa inh	8	5	4	9	0	31	11	-12
Pf gametocyte	9	-5	-9	12	8	18	-7	6
Cdc42 wt	103	95	95	103	97	100	102	96
Rab2A wt mod	98	97	101	102	93	97	101	95
ABCB1 block	0.4	0.9	0.4	0.4	1.7	0.2	0.2	0.2
HRas wt GTP	99	97	104	100	95	99	101	99
Rac1 wt GTP bind	105	97	104	103	97	99	109	98
ABCG2 block	3	3	3	20	2	2	1	1

# Ordered by number of heavy atoms (descending): six of the compounds above
[27] O=C(COC(=O)c1ccc(NS(=O)(=O)c2ccc3c(c2)OCCO3)cc1)NC1CC1
[25] COc1c(C)cccc1C(=O)NC(=S)Nc1ccc2c(c1)Cc1ccccc1-2
[12] N#Cc1c(N)oc(-c2ccc3c(c2)OCO3)c1-c1ccc2c(c1)OCO2
[35] O=C(NCc1ccc(F)cc1)C1CCN(S(=O)(=O)N2CCCC2)CC1
[36] CCCNC(=O)COc1ccccc1[N+](=O)[O-]
[38] C[N+](C)(C)C/C=C1/COCO1
Assay by compound	27	25	12	35	36	38
Rab7 wt modul	98	83	100	99	102	98
Rac1 mut GTP	97	74*	96	98	102	95
Avidin fluor	6	39	6	9	11	10
Mcl1-Noxa inh	-4	-59	2	4	9	31
Pf gametocyte	-12	10	/	-9	12	18
Cdc42 wt	100	77*	98	95	103	100
Rab2A wt mod	98	75*	97	101	102	97
ABCB1 block	0.5	0.0	-0.4	0.4	0.4	0.2
HRas wt GTP	100	83	98	104	100	99
Rac1 wt GTP bind	101	77*	97	104	103	99
ABCG2 block	1	0	-1	3	20	2

# Following part.
[41] CC1CC(C)CN(c2ncnc3c2cnn3C)C1 (centres undefined)
[42] Cc1ccccc1OCC1CNC(=O)O1 (centres undefined)
[43] Cc1ccc2cc3c(NC(=O)C(C)C)nn(C)c3nc2c1
[44] Cc1ccc(CC2CC(=O)N(CCc3ccccc3)C2=O)cc1 (centres undefined)
[45] COc1ccc(C2OC(=O)CC2C(=O)N2CCN(c3cc(Cl)ccc3C)CC2)cc1OC (centres undefined)
[46] Cc1cccc2cc(C#N)c(NCc3ccccc3)nc12
[47] CC(OC(=O)c1oc2ccccc2c1COc1ccccc1)C(=O)NC(N)=O (centres undefined)
[48] CC(C)(C)CC(=O)N1CCC(c2nc3c(nnn3Cc3c(F)cccc3Cl)c(=O)[nH]2)CC1
Assay by compound	41	42	43	44	45	46	47	48
Rab7 wt modul	109	96	104	103	100	97	97	102
Rac1 mut GTP	94	95	102	95	99	94	95	100
Avidin fluor	4	11	10	12	22	23	10	9
Mcl1-Noxa inh	-7	-4	0	-9	1	-17	11	9
Pf gametocyte	-2	17	7	-13	/	-2	/	/
Cdc42 wt	94	97	101	96	102	95	96	102
Rab2A wt mod	101	95	101	98	100	96	97	102
ABCB1 block	0.8	0.6	0.7	0.0	2.4	0.2	0.5	0.5
HRas wt GTP	97	96	101	99	100	96	94	101
Rac1 wt GTP bind	95	94	101	99	104	100	93	104
ABCG2 block	7	2	2	0	5	1	7	2

[49] O=S1(=O)NC2CCCCCN2c2ccc(F)cc21 (centres undefined)
[50] CC1CCCN(c2ccc(C(=O)NCC3CCCO3)cn2)C1 (centres undefined)
[51] O=C(CSc1ccc2nnc(-c3ccc(F)cc3)n2n1)NCc1ccco1
[52] O=C(Cn1ccc2ccccc2c1=O)NCCC(=O)Nc1cccnc1
[53] CCN1C(=Nc2ccc(Cl)cc2)SC/C1=C\C(=O)OC
[54] COc1ccccc1Cn1c(=S)[nH]c2cc(C(=O)NCCN3CCOCC3)ccc2c1=O
[55] Cc1cccc(C(=O)N2CCN(c3ccccn3)CC2)c1
[56] COC(=O)/N=C/c1c(NCc2ccccc2)nc2c(C)cccn2c1=O
[57] Cc1ccc(C)n1-c1ccsc1C(=O)CC#N
Assay by compound	49	50	51	52	53	54	55	56	57
Rab7 wt modul	103	100	98	100	99	100	102	93	97
Rac1 mut GTP	100	97	99	102	99	99	100	95	93
Avidin fluor	4	6	7	11	14	24	7	3	11
Mcl1-Noxa inh	-1	-9	62*	9	11	32	-5	-7	-4
Pf gametocyte	/	-13	/	/	-5	-35	/	-7	15
Cdc42 wt	103	98	101	107	100	103	101	93	98
Rab2A wt mod	102	99	98	109	97	98	100	93	95
ABCB1 block	/	0.1	0.3	0.0	-6.2	0.0	0.4	0.3	-1.0
HRas wt GTP	102	101	101	108	101	99	99	91	97
Rac1 wt GTP bind	104	102	107	105	107	104	102	93	101
ABCG2 block	/	1	1	0	-6	0	1	0	-3

# Screens (PubChem BioAssay)
